APOBEC3G inh – blocks human APOBEC3G single-stranded DNA deamination; inhibition, % at 20 µM; Q9HC16; hit rate 0.28% among 330,000; recombinant A3G, ssDNA deamination FAM/TAMRA fluorescence;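 active = inhibition of at least 40% at 20 µM, with no more than 30% in the related APOBEC3A deaminase screen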;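 also: plate controls were DMSO wells with A3G for no effect and wells lacking A3G enzyme for full effect; some compounds called inactive have numbers as strong as hits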
Target sequence (Q9HC16 whole entry, looked up): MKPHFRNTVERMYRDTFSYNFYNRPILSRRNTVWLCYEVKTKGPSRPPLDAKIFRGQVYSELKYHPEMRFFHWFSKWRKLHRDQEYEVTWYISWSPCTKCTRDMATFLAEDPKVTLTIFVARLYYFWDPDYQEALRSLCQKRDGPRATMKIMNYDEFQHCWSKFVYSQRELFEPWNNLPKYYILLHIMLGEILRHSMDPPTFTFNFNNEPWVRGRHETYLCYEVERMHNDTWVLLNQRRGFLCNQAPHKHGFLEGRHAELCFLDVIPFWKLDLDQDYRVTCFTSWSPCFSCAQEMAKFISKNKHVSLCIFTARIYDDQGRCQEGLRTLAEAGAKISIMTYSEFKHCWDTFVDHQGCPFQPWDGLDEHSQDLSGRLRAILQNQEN
hIAP activ – increases human intestinal alkaline phosphatase activity | hit rate 0.16% among 330,000 | P09923 | activation factor at 10 µM | purified human IAP, CDP-Star luminescence, 30 min; active compounds read high; 1 = vehicle-only enzyme, 0 = enzyme-free background | AID 2524;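 active = activation factor of the enzyme at least 2-fold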; also: the source names both 10 and 20 µM as test concentration; values of inactives mirror those of a sister screen read the other way
beta cell repl – MIN6 beta-cell proliferation induction; MIN6 cells proliferation, ATPlite luminescence, 48 h; cells starved in 0.2% serum; 100% = growth in 10% serum; proliferation, % at 10 µM; hit rate 0.29% among 330,000; AID 2380;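 active = compounds whose signal lies at least 3.5 SD above the mean of all wells on their plate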;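 also: 0% = DMSO-treated cells in low-serum medium and 100% = 10% serum control; some compounds called inactive have numbers as strong as hits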
hIAP inh – blocks human intestinal alkaline phosphatase; purified IAP, CDP-Star luminescence, 30 min; inhibition, % at 10 µM; hit rate 0.12% among 330,000; P09923;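 active = inhibition reaching a set limit with compound at 10 µM in the primary screen, cut at about 35% in these data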;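 also: plate controls were DMSO wells with enzyme for no effect and no-enzyme buffer wells for full effect; values of inactives mirror those of a sister screen read the other way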
GRIN3A LBD mod – modulates the human NR3A ligand-binding domain | NR3A LBD differential scanning fluorimetry, Tm shift; 0% = protein alone, 100% = glycine-bound protein | hit rate 2.5% among 340,000 | Tm shift relative to glycine control, % at 25 µM;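 active = melting temperature shift of at least 10% of the positive control shift, at one fixed dose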
MPTP block – blocks calcium-induced mitochondrial swelling. isolated mouse mitochondria, Ca2+ swelling absorbance, 30 min. inhibition, % at 10 µM. hit rate 1.4% among 360,000;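 active = inhibition of 50% or more, scaled per plate between neutral and stimulator controls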;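 also: 0% = DMSO wells given calcium and 100% = 1 mM EGTA wells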
mIAP activ – increases mouse intestinal alkaline phosphatase activity; activation factor at 10 µM; AID 2805; muIAP, CDP-Star luminescence, 30 min; active compounds read high; 1 = vehicle-only enzyme signal, 0 = enzyme-free wells; hit rate 0.24% among 330,000;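 active = activation factor of at least 2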; also: the source names both 10 and 20 µM as test concentration; values of inactives mirror those of a sister screen read the other way
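also added = chemiluminescent substrate CDP-Star | test system = mouse IAP enzyme | signal = chemiluminescence readout | compound = DMSO-dissolved test compounds | incubation = 30 min at room temperature | benchmarks = DMSO wells, no-enzyme wells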
APOBEC3A inh – human APOBEC3A DNA deaminase inhibition; P31941; recombinant A3A, FAM/TAMRA ssDNA deamination fluorescence; inhibition, % at 20 µM; hit rate 0.41% among 330,000; AID 493011;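 active = at least 40% inhibition at 20 µM here, with at most 30% in a related deaminase screen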;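 also: plate controls were A3A with DMSO for no effect and wells lacking A3A enzyme for full effect; some results filed as inactive read as strong as hits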
Target sequence (P31941 whole entry, looked up): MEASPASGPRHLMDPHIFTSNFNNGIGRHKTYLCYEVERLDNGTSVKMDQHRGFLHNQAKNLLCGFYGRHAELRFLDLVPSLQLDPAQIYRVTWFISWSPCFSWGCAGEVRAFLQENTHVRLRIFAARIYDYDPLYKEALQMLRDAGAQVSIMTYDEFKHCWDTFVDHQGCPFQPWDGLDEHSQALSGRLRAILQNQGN
mIAP inh – mouse IAP inhibition; inhibition, % at 10 µM; purified mouse IAP, CDP-Star luminescence, 30 min; hit rate 0.2% among 330,000;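 active = inhibition of at least 40% at 10 µM in the primary screen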;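 also: plate controls were DMSO with enzyme for no effect and no enzyme wells for full effect; values of inactives mirror those of a sister screen read the other way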
Numbers without * were called inactive; . = not tested or not shown.

SMILES	APOBEC3G inh	hIAP activ	beta cell repl	hIAP inh	GRIN3A LBD mod	MPTP block	mIAP activ	APOBEC3A inh	mIAP inh
COc1cccc(N(CC(=O)Nc2cccc(F)c2)S(C)(=O)=O)c1	-7	0.93	0	7	3	0.4	0.96	-3	4
CCOc1cccc(-c2c(C(=O)N/N=C(\C)c3ccncc3)nnn2-c2nonc2N)c1	-5	0.92	8	8	-2	-1.1	1	-2	-1
CCCN1C(=O)c2cc(C(=O)Nc3ccccc3C)ccc2C1Nc1ccccc1C (stereo unspecified)	0	0.97	-1	3	-2	0.5	1.1	-1	-7
CCn1c(CNC(=O)c2cccs2)nnc1SCC(=O)Nc1ccc(Cl)cc1	-5	0.98	-5	2	-1	2.7	1.2	-1	-15
COc1ccccc1NC(=O)CN1C(=O)NC2(CCCCCCC2)C1=O	-4	0.86	-4	14	-2	-3.3	1	5	-1
Cc1nn(-c2ccccc2)nc1CNC(=O)C1CC1	-5	1.4	-4	-42	0	0.3	0.91	-2	9
Cc1cccc(NC(=O)CSc2nnc(Cn3cnc4ccccc43)o2)c1	-4	1.2	-3	-18	5	-0.5	1.1	-7	-13
COCCn1cc(C(=O)NCc2cccs2)c2c3ccccc3n(C)c2c1=O	-2	0.93	1	7	0	-0.7	0.98	0	2
COc1ccc2c(c1)O/C(=C\c1ccccc1C)C2=O	-7	0.94	-2	6	6	0.5	0.9	1	10
COc1ccc(/C=C/C(=O)c2ccc([N+](=O)[O-])o2)cc1OC	-3	0.83	-8	17	2	.	0.93	-2	7
CCOC(=O)C1CCCN(C(=O)CN2CCN(Cc3ccc(Cl)cc3)C2=O)C1 (stereo unspecified)	-5	0.82	-1	18	0	.	0.97	-3	3
Cc1ccc(N(Cc2ccc(C(=O)NCC3CCCO3)cc2)S(C)(=O)=O)cc1C (stereo unspecified)	2	1	-3	-2	-2	-0.6	1.1	3	-8
Cc1cccc(-c2nc(NCCCN3CCOCC3)c3ccccc3n2)c1	-7	1.1	-4	-11	0	2.2	0.95	-5	5
O=C(Nc1ccc2c(c1)OCO2)c1cc(-c2cccc(O)c2)on1	-2	1	0	0	3	0.2	1	-3	-3
COc1ccc(-c2noc(C3CCCN(C(=O)c4ccccc4)C3)n2)cc1 (stereo unspecified)	-10	0.96	-1	4	-2	1.4	1	-1	-4
O=C(C1CCC(Cn2c(=O)[nH]c3ccccc3c2=O)CC1)N1CCN(c2ccccc2)CC1 (stereo unspecified)	-12	1.2	-2	-25	1	-1.8	1.1	-2	-12
CSc1ccc(/C=C(\NC(=O)c2ccc(C)cc2)C(=O)Nc2cccc(C)c2)cc1	-3	1	0	-3	3	-0.3	0.94	1	6
CC(=O)c1cccc(NC(=O)CCNS(=O)(=O)c2cccc3nonc23)c1	-4	1.1	-1	-11	0	0.4	1.1	2	-5
COc1ccc(OC)c(Nc2nc(C)nc3c2oc2ccccc23)c1	-5	0.98	2	2	6	0.7	0.99	-2	1
Cc1ccc(Cn2ccc(=O)c(OCc3ccccc3)c2C)cc1	-4	1.2	1	-18	-2	-1.5	1.1	2	-8
CS(=O)(=O)c1ccc2nc(NC(=O)Nc3ccc(Cl)c(Cl)c3)sc2c1	-3	0.91	0	9	31*	95*	0.96	-2	4
CC1CC(C)CN(CCCNC(=O)Cn2ncc3c([nH]c4ccccc43)c2=O)C1 (stereo unspecified)	2	1.1	-3	-12	-1	-2.3	0.94	5	6
CN(CC(=O)Nc1sccc1C(N)=O)S(=O)(=O)c1ccc(Cl)cc1	0	0.98	-2	2	-2	-0.4	0.99	1	1
O=S(=O)(c1ccc(-n2cnnn2)cc1)N(C1CCCCC1)C1CCCCC1	-3	1	-1	0	-13	8.3	1	1	-4
COc1ccc(N2C(=S)N=C(Nc3cccc(C)c3)C23CCCCC3)cc1	-6	1	0	-3	-3	1.2	0.97	7	2
CCOC(=O)N1CCN(C(=O)COC(=O)CNC(=O)c2ccc(OCC)c(OCC)c2)CC1	-7	1.1	-2	-8	-1	-0.2	1	0	-1
COc1ccc(-c2cc(=O)c3cc(OC)ccc3o2)cc1	-5	0.97	-4	3	-2	0.2	1	-2	-2
CN(C)c1ccc(C(=O)OCC(=O)NC2CCCCC2)cc1	2	1.2	-1	-18	-2	0.0	0.77	7	23
COC(=O)/C(=C\C(=O)c1ccc([N+](=O)[O-])cc1)Nc1ccc(OC)cc1	-3	0.79	0	21	0	1.8	0.79	-2	22
Cc1ccc(C)c(OC(=O)C2CSC3(C)CCC(=O)N23)c1C (stereo unspecified)	-6	0.89	-5	11	-1	0.9	1.1	-5	-10
O=C1N=C(N2CCCC2)CN1c1ccccc1	1	0.98	0	2	-1	-2.7	1.2	-2	-15
COc1ccccc1-c1cc(C(=O)N2CCc3ccccc3C2)c2ccccc2n1	-3	1.2	-3	-18	.	.	0.87	-4	13
CCOCc1cn(CC(=O)c2ccc([N+](=O)[O-])cc2)c(C)nc1=N	-3	0.99	-2	1	2	-8.2	0.94	-2	6
CC(C)n1c(N2CCN(S(=O)(=O)c3cccc([N+](=O)[O-])c3)CC2)nc2ccccc21	-3	1	-3	-4	3	-0.8	0.98	-2	2
COc1ccc(CNC(=O)CN(Cc2ccco2)C(=O)CCC(=O)Nc2ccccn2)cc1	-12	0.89	-1	11	2	0.6	1.1	3	-6
O=C(Nc1nccs1)C1CC(=O)N(c2ccc(F)cc2)C1 (stereo unspecified)	-12	1	-4	-3	-7	-0.9	1.1	-3	-9
N#C/C(=C\N1CCOCC1)S(=O)(=O)c1ccc(Cl)cc1	-4	1.2	-3	-24	0	0.2	1.1	0	-9
Fc1cccc(F)c1/C=N/N1CCOCC1	-7	1.1	-1	-8	0	-3.1	1.1	-3	-7
COc1cccc(CNC(=O)C(c2ccc(Cl)cc2)C(C)C)c1 (stereo unspecified)	-8	1.1	-3	-6	-2	1.3	1.3	-3	-33
CN(C)c1cncc(C(=O)O)c1	-1	0.93	1	7	1	1.4	0.97	-2	3
Cc1ccc(C)c(OCCCCN2CCNCC2)c1C	-5	1.3	-2	-32	-1	1.2	1	2	-2
O=C(c1ccccc1)N1CCN(c2ncnc3sc4c(c23)CCC4)CC1	2	0.94	-4	6	0	53*	0.97	3	3
CCc1ccc(C(C(=O)NC2CCCC2)N(CCOC)C(=O)CCC(=O)Nc2cc(C)on2)cc1 (stereo unspecified)	-7	1.1	0	-15	1	0.1	1	-4	-5
COc1ccc(NS(=O)(=O)c2cc(Cl)ccc2Cl)cc1S(=O)(=O)N1CCCCC1	-5	1.3	0	-25	-2	2.4	0.98	-2	2
COC(=O)c1sccc1N/C=C(\C#N)S(=O)(=O)C(C)(C)C	-9	1	-1	-3	0	1.5	1	-5	-5
CC1(N2CCOCC2)CC2(O)C(=[N+]1[O-])CCc1c2no[n+]1[O-] (stereo unspecified)	19	1	0	-2	2	0.6	0.81	1	19
CCOCC(=O)Nc1cc(C(F)(F)F)ccc1Oc1cccc(Br)c1	-1	1.2	-1	-20	-2	3.0	1.2	6	-15
CCCCn1c(N)c(N(CCOC)C(=O)CN(C)CC(=O)Nc2ccc(Cl)c(Cl)c2)c(=O)[nH]c1=O	-8	1	0	-4	1	0.0	1.1	-5	-8
O=C(c1ccc(-c2cccc(C(F)(F)F)c2)o1)N1CCN(c2ccccc2O)CC1	-6	1.2	-7	-16	0	-2.1	0.98	-2	2
COc1ccc2nc(NS(=O)(=O)c3ccc(NC(C)=O)cc3)sc2c1	-3	0.88	-2	12	-6	-0.8	1.2	-3	-16

The list continues:
SMILES	APOBEC3G inh	hIAP activ	beta cell repl	hIAP inh	GRIN3A LBD mod	MPTP block	mIAP activ	APOBEC3A inh	mIAP inh
Cc1ccc(C)c(OCCC(=O)NNC(=O)c2cc(C)oc2C)c1	-2	1.3	4	-25	0	-1.3	0.96	1	4
CCCC(=O)NC(c1ccc(OC)c(OC)c1)c1c(O)ccc2ccccc12 (stereo unspecified)	-6	0.86	3	14	1	0.3	0.88	0	12
COc1ccc(NC(=O)CC2S/C(=N\c3nccs3)N(C)C2=O)cc1 (stereo unspecified)	-8	1.1	-2	-8	-2	0.0	0.94	-7	6
O=C(Cc1cccc2ccccc12)NNC(=O)c1ccc(Br)o1	-4	0.84	-4	16	-1	0.2	0.99	1	1
Cc1ccc(C(=O)O/N=C2\CCS(=O)(=O)c3sccc32)cc1	-2	1.1	-1	-8	2	-1.6	0.98	-18	2
COc1cccc(CN2CCN(C(=O)Nc3ccc([N+](=O)[O-])cc3)CC2)c1	-2	1.1	-2	-7	-1	16	0.96	3	4
CCN(CC)S(=O)(=O)c1cccc(C(=O)OC2CCOC2=O)c1 (stereo unspecified)	0	1.2	0	-21	1	-0.7	0.98	6	2
O=C(Nc1ccc(F)cc1)Nc1ccc2ccccc2n1	-9	0.97	-4	3	2	2.0	0.97	-1	3
O=C(COc1ccccc1)Nc1cccc(-c2ccc(N3CCOCC3)nn2)c1	-7	0.96	-6	4	1	-0.5	1	4	-2
Cn1c(C(=O)N2CCN(Cc3ccc4c(c3)OCO4)CC2)cc2sccc21	-5	0.91	-1	9	1	-1.1	1	-3	0
CCc1ccc(S(=O)(=O)/N=C2\C=C(Nc3ccc(O)cc3)C(=O)c3ccccc32)cc1	5	0.81	-4	19	5	8.0	0.81	4	18
COc1ccc2nc(-c3ccccc3)cc(C(=O)OCC(=O)NC3CC3)c2c1	-6	1	0	-4	4	0.6	0.92	-3	8

In the list so far, eight contain two or more sulfur atoms:
SMILES	APOBEC3G inh	hIAP activ	beta cell repl	hIAP inh	GRIN3A LBD mod	MPTP block	mIAP activ	APOBEC3A inh	mIAP inh
CCn1c(CNC(=O)c2cccs2)nnc1SCC(=O)Nc1ccc(Cl)cc1	-5	0.98	-5	2	-1	2.7	1.2	-1	-15
CS(=O)(=O)c1ccc2nc(NC(=O)Nc3ccc(Cl)c(Cl)c3)sc2c1	-3	0.91	0	9	31*	95*	0.96	-2	4
CN(CC(=O)Nc1sccc1C(N)=O)S(=O)(=O)c1ccc(Cl)cc1	0	0.98	-2	2	-2	-0.4	0.99	1	1
COc1ccc(NS(=O)(=O)c2cc(Cl)ccc2Cl)cc1S(=O)(=O)N1CCCCC1	-5	1.3	0	-25	-2	2.4	0.98	-2	2
COC(=O)c1sccc1N/C=C(\C#N)S(=O)(=O)C(C)(C)C	-9	1	-1	-3	0	1.5	1	-5	-5
COc1ccc2nc(NS(=O)(=O)c3ccc(NC(C)=O)cc3)sc2c1	-3	0.88	-2	12	-6	-0.8	1.2	-3	-16
COc1ccc(NC(=O)CC2S/C(=N\c3nccs3)N(C)C2=O)cc1 (stereo unspecified)	-8	1.1	-2	-8	-2	0.0	0.94	-7	6
Cc1ccc(C(=O)O/N=C2\CCS(=O)(=O)c3sccc32)cc1	-2	1.1	-1	-8	2	-1.6	0.98	-18	2

From PubChem BioAssay
